# BoNT-A LC inh2 – BoNT A light chain protease inhibition; inhibition, % at 10 µM; hit rate 0.17% among 360,000; multiplex microsphere protease substrate cleavage, flow cytometry; AID 588499; also: plate controls were buffer without enzyme for full effect and enzyme alone for no effect
# BoNT-F LC inh – inhibitors of Botulinum neurotoxin F light chain protease; inhibition, % at 10 µM; Multiplex microsphere protease cleavage assay, flow cytometry; AID 588497; hit rate 0.22% among 360,000; in the data active = inhibition above about 35%, passing the limit was not always enough; inconclusive = no clear call, values can overlap the other calls; also: plate controls were buffer without enzyme for full effect and enzyme alone for no effect
# FadD28 FP inh – blocks FadD28 binding to the bisubstrate probe | inhibition, % at 12.5 µM | AID 588549 | fluorescence polarization | hit rate 0.22% among 360,000; in the data active = inhibition above about 8.5%, passing the limit was not always enough; inconclusive = no clear call, values can overlap the other calls
# Y pestis TopoI – Y. pestis Topo-I inhibition via cleavage products. activity, % at 10 µM. Y. pestis Topo-I cleavage product accumulation, plate reader. hit rate 0.064% among 360,000; in the data active = activity above about 50%, passing the limit was not always enough; inconclusive = no clear call, values can overlap the other calls; also: inactives centre near 2
# PrPC TRFRET – cell surface PrPC inhibition, primary TR-FRET screen | P04156 | TR-FRET read-out | inhibition, % at 13.8 µM | hit rate 0.43% among 370,000 | AID 720596; in the data active = inhibition above about 24%; also: 0% = median of the test wells and 100% = reference compound wells
# Anthrax LF prot – anthrax lethal factor protease inhibition | P15917 | multiplex microsphere protease cleavage assay, LF | inhibition, % at 10 µM | hit rate 0.12% among 360,000; also: plate controls were buffer without enzyme for full effect and enzyme alone for no effect
# PfHsp40 rescue – restores yeast growth despite PfHsp40 toxicity. S. cerevisiae expressing PfHsp40, growth rescue, ATP luminescence. growth rescue, % at 12.5 µM. AID 504582. hit rate 0.68% among 340,000; in the data active = growth rescue above about 28%, passing the limit was not always enough; inconclusive = no clear call, values can overlap the other calls;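 also: yeast W303a lacking pdr1 and pdr3 grown in galactose medium; growth measured after three days at 30 °C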
# CCHF vOTU inh – blocks the CCHF virus ovarian tumor domain protease. CCHFV vOTU protease, Pep-AMC fluorescence. hit rate 0.55% among 370,000. AID 651958. inhibition, % at 11.5 µM; in the data active = inhibition above about 30%; also: 0% = vehicle wells with enzyme and 100% = no enzyme wells
# TcdB GH inh – TcdB glycohydrolase inhibition; P18177; TcdB glycohydrolase enzymatic assay, plate reader; inhibition, % at 9.99 µM; hit rate 0.24% among 350,000; AID 652162; in the data active = inhibition above about 10%
# Target sequence (P18177 whole entry, looked up): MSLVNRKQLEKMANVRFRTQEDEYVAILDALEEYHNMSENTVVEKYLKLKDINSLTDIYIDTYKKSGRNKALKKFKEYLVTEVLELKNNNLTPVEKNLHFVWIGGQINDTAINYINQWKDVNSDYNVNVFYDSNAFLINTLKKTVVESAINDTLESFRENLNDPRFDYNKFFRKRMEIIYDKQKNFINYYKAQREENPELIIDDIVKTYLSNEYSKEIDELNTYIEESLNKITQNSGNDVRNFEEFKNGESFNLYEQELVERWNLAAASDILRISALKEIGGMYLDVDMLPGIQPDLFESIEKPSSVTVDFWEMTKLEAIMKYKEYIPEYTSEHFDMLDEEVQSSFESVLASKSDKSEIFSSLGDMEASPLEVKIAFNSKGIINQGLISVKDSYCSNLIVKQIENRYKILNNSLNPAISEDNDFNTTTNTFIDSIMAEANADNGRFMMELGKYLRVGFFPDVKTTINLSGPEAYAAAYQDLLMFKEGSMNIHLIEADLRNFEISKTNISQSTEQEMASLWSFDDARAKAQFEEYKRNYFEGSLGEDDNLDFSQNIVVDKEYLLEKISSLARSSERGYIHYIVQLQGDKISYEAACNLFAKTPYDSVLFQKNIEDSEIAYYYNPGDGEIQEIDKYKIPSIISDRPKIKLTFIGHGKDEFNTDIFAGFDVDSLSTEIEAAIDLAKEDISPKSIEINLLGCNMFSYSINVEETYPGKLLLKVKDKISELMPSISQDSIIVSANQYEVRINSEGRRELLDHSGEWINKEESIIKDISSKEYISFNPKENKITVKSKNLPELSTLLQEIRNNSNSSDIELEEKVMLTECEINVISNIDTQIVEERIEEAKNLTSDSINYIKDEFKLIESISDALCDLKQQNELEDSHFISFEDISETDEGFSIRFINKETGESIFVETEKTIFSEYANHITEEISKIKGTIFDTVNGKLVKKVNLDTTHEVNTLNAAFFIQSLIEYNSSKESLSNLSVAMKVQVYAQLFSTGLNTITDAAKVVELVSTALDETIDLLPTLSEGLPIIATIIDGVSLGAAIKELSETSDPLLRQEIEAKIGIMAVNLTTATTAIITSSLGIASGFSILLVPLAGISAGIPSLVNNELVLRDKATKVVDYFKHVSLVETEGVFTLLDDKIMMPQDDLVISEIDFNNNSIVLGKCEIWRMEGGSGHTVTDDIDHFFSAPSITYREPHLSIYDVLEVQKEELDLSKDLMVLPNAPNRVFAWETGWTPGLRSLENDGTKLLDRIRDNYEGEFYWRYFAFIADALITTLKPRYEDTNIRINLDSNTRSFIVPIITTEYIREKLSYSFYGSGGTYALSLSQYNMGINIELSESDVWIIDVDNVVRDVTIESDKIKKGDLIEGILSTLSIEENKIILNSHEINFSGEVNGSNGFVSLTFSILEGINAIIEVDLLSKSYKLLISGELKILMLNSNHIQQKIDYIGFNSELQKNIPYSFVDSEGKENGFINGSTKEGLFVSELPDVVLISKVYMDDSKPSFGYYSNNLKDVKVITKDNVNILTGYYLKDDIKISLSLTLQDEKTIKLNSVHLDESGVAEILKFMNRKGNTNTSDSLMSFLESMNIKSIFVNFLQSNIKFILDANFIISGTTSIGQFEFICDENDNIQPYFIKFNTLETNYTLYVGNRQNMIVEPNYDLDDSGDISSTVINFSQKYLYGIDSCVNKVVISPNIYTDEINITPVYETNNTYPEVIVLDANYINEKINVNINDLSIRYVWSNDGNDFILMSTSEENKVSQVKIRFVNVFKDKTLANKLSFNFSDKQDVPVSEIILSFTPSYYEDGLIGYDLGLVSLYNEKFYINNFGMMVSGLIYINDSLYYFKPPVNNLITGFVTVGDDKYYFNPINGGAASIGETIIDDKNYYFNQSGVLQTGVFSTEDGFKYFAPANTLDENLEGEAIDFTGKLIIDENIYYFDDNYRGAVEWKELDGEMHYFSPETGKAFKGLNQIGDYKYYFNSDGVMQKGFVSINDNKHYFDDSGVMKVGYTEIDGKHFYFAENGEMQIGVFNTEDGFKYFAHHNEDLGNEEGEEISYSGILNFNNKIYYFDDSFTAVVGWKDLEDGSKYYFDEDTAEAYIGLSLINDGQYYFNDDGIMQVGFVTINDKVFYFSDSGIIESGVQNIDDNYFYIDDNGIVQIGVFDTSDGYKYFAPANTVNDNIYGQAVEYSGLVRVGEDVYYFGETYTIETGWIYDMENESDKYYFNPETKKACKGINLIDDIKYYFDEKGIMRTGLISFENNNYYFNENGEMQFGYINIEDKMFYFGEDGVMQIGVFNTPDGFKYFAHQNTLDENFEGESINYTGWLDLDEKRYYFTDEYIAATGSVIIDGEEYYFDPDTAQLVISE
# Starred values were filed as active, the others as inactive; ? = inconclusive; . = not tested or not shown. Rule as the data show it, unless noted: active = inhibition above about 30%; inconclusive = no clear call, values can overlap the other calls; inactive = below that. Rows were taken by chance. Share with any hit: about 2.3%.
item	SMILES	TcdB GH inh	Anthrax LF prot	PrPC TRFRET	BoNT-A LC inh2	CCHF vOTU inh
1	CC(C)C(C(=O)N1CCN(Cc2ccccc2)CC1)c1ccccc1 (stereo not given)	1.0	9.6	9.8	-1.7	-7.2
2	CC(=O)Nc1ccc(S(=O)(=O)N(C)CC(=O)OC(C)C(=O)N(C)Cc2ccccc2)cc1 (stereo not given)	1.0	1.8	-4.1	2.9	-10.9
3	COCCCN1C(=O)C(CC(=O)NCC2CCCCC2)CC(C(=O)N(C(C)C)C(C)C)=C1C (stereo not given)	0.8	-5.0	8.4	-0.4	21.9
4	CC1(c2ccc(Cl)cc2)NC(=O)N(CC(=O)NCc2ccc(F)cc2)C1=O (stereo not given)	1.9	-4.8	-0.1	-3.5	6.7
5	COc1ccc(C(=O)COC(=O)c2sc(C)nc2C)cc1Cl	0.5	-1.4	2.5	0.6	3.3
6	c1ccc(Nc2ncnc3sccc23)cc1	1.0	-1.6	-1.6	-0.3	-14.6
7	c1ccc2cc(OCCOCCOc3ccc4ccccc4c3)ccc2c1	1.2	-4.9	-3.3	0.3	-16.7
8	O=C(O)/C=C/C(=O)Nc1nccs1	0.8	8.1	9.1	2.1	-1.5
9	O=C(c1c(F)c(F)c(F)c(F)c1F)N(Cc1ccccc1)Cc1ccccc1	.	1.4	0.8	-1.2	17.3
10	Cc1scc(C(=O)O)c1-c1c(C(=O)O)csc1C	1.0	-3.2	-3.5	0.0	10.1
11	CCCCN(C)c1c(C)nc2ccc(C(=O)Nc3ccc(OC)c(OC)c3)cn12	-1.4	-2.5	0.2	-0.1	2.4
12	CC1CN(CC(=O)NCc2ccc(F)cc2)CC(C)O1 (stereo not given)	0.2	4.2	-3.3	-0.3	0.1

item	BoNT-F LC inh	PfHsp40 rescue	FadD28 FP inh	Y pestis TopoI
1	-11.3	0.2	.	20.4
2	6.1	0.0	-3.5	5.9
3	-11.2	.	-0.3	.
4	5.5	-0.2	-0.2	5.1
5	-8.3	1.5	-3.5	3.2
6	-2.1	-1.6	-0.6	6.6
7	0.3	1.0	-2.7	0.2
8	-0.8	1.4	-1.1	5.4
9	-30.2	-1.5	0.0	6.4
10	-3.7	-1.1	-3.7	-1.4
11	-1.8	.	-2.7	22.3
12	-18.7	-0.5	-1.1	-4.1

# Pulled one by one from above (3):
item	SMILES	TcdB GH inh	Anthrax LF prot	PrPC TRFRET	BoNT-A LC inh2	CCHF vOTU inh
11	CCCCN(C)c1c(C)nc2ccc(C(=O)Nc3ccc(OC)c(OC)c3)cn12	-1.4	-2.5	0.2	-0.1	2.4
6	c1ccc(Nc2ncnc3sccc23)cc1	1.0	-1.6	-1.6	-0.3	-14.6
8	O=C(O)/C=C/C(=O)Nc1nccs1	0.8	8.1	9.1	2.1	-1.5

item	BoNT-F LC inh	PfHsp40 rescue	FadD28 FP inh	Y pestis TopoI
11	-1.8	.	-2.7	22.3
6	-2.1	-1.6	-0.6	6.6
8	-0.8	1.4	-1.1	5.4

# Later entries
item	SMILES	TcdB GH inh	Anthrax LF prot	PrPC TRFRET	BoNT-A LC inh2	CCHF vOTU inh
13	CCCCCN(C(=O)COC(=O)c1ccc(Br)o1)c1c(N)n(CCCC)c(=O)[nH]c1=O	.	3.2	-3.8	0.2	13.6
14	COC(=O)c1cc(CN2CCN(c3ccccc3C)CC2)ccc1O	-3.9	-7.0	-0.8	-0.7	9.2
15	O=C(O)c1ccccc1NS(=O)(=O)c1ccc(NNC(=S)Nc2ccc(OC(F)F)cc2)c([N+](=O)[O-])c1	-7.1	-10.4	-35.8	-0.5	69.6*
16	CCC(=O)NC(=S)Nc1ccc(NC(=O)c2ccc(Br)o2)cc1	-5.6	-1.1	15.2	-0.2	15.1
17	COc1ccccc1NC(=O)c1ccccc1NC(=O)c1cccs1	-9.0	-3.5	-24.0	-0.7	23.2
18	O=C(Cc1ccc([N+](=O)[O-])cc1)NCc1ccccn1	-0.1	-5.9	-9.3	-1.0	-5.3
19	COc1cccc(CN2CCN(Cc3nc(-c4cccs4)oc3C)CC2CCO)c1 (stereo not given)	1.4	-0.2	-9.2	0.1	-1.0
20	Cc1cccc(-n2c(=O)cc(N3CCN(c4ccc(F)cc4)CC3)[nH]c2=O)c1	0.4	0.8	-0.2	0.1	-1.6
21	Cc1ccc(NC(=O)CCCSc2ccccc2)cc1S(=O)(=O)N1CCOCC1	-1.3	9.2	9.0	0.5	9.8
22	CC(C)CNS(=O)(=O)c1ccc(CCC(=O)NCc2ccncc2)cc1	-0.8	-3.5	-4.1	-1.2	2.8
23	CN(Cc1ccccc1F)C(=O)c1ccc2c(=O)n3c(nc2c1)CCC3	-0.3	.	-2.9	.	-5.7
24	S=c1[nH]nc(-c2ccncc2)n1/N=C/c1cccc(Cl)c1	2.0	-10.4	3.7	0.5	-13.2

item	BoNT-F LC inh	PfHsp40 rescue	FadD28 FP inh	Y pestis TopoI
13	-3.6	0.4	-0.8	15.1
14	1.1	-0.6	0.9	25.4
15	-3.0	0.4	55.4*	-6.8
16	1.3	-0.6	0.8	1.0
17	-17.8	-0.8	-1.8	7.7
18	-6.4	0.1	-4.1	2.0
19	-2.5	0.5	-0.3	1.4
20	2.9	0.3	-0.6	-1.9
21	-2.9	0.8	2.1	2.2
22	-1.4	0.0	-2.1	-3.7
23	.	-0.8	-5.4	5.8
24	-4.4	.	2.2	1.8

# (listing goes on)
item	SMILES	TcdB GH inh	Anthrax LF prot	PrPC TRFRET	BoNT-A LC inh2	CCHF vOTU inh
25	CCOc1cc(CC(=O)N[C@@H](CC(C)C)c2ccccc2N2CCCCC2)ccc1C(=O)O	-4.6	-0.1	3.7	-0.1	13.7
26	COc1cccc(NC(=O)Nc2ccc3c(c2)nnn3C)c1	.	-1.7	7.9	0.0	7.8
27	Cc1cnc(C(=O)Nc2ccc(S(=O)(=O)N(C(C)C)C(C)C)cc2)cn1	-0.8	2.7	-1.5	0.6	-14.5
28	CSc1cccc(NC(=S)NN(C)C)c1	-1.6	3.9	7.6	?	-0.3
29	COC(=O)c1cccc(C(=O)N2CCCC(C(=O)c3ccccc3OC)C2)c1 (stereo not given)	-0.3	0.4	-2.8	-0.3	4.2
30	CN(CCc1ccccc1)Cc1ccccc1[N+](=O)[O-]	.	0.7	-5.9	-0.3	-5.0
31	CC1(C(=O)NS(=O)(=O)c2ccccc2C(F)(F)F)CCN1C(=O)c1cccc(F)c1 (stereo not given)	-0.3	-4.7	5.0	-0.5	5.7
32	Cc1ccc(S(=O)(=O)Nc2c(NC3CCCCC3)c3ccccc3oc2=O)cc1C	-1.6	2.1	-2.4	0.7	14.7
33	Cc1c(C(=O)O)nnn1-c1ccccc1	.	1.6	-1.1	0.2	4.1
34	COc1ccccc1N1C(=O)CSC1=S	-0.3	3.2	4.2	-0.2	3.4
35	CCCCN(Cc1ccccc1)C1CCN(CCc2ccccc2)CC1	.	3.6	8.1	3.6	19.4
36	CC1(C)Cc2nc(-c3ccccc3)nc(SCC(=O)N3CCCC3)c2CO1	-0.2	-15.7	-2.5	-7.9	6.7

item	BoNT-F LC inh	PfHsp40 rescue	FadD28 FP inh	Y pestis TopoI
25	-10.4	2.7	-2.5	2.3
26	-17.2	0.7	-1.8	-3.3
27	9.1	-1.5	-1.0	-1.5
28	?	0.6	-4.6	-0.5
29	14.5	-1.6	0.4	3.2
30	-11.1	-0.9	-3.3	9.1
31	-7.4	.	-1.5	0.2
32	3.6	-0.6	-3.1	29.9
33	-0.5	0.1	-1.7	3.4
34	-24.4	-1.2	-2.1	1.7
35	12.3	-1.6	-0.8	21.3
36	?	-1.5	-1.4	10.5

# Next structures follow.
item	SMILES	TcdB GH inh	Anthrax LF prot	PrPC TRFRET	BoNT-A LC inh2	CCHF vOTU inh
37	COc1ccc(-c2noc(C3CCCN(C(=O)Nc4ccccc4F)C3)n2)cc1 (stereo not given)	1.0	-0.9	1.0	-0.8	-7.9
38	O=C(OC1CCOC1=O)c1cccc(S(=O)(=O)N2CCc3ccccc3C2)c1 (stereo not given)	1.3	4.6	-2.5	1.4	0.7
39	CC(C)COc1ccc(N)cc1OCC(C)C	1.3	0.7	-4.5	0.1	8.2
40	COc1ccc(/C=N/NC(=O)CN2CCCCCCC2)c(C)c1C	-1.6	-10.2	-2.5	0.8	3.2
41	Cc1cc(N2Cc3ccccc3C2)ccc1C=O	-0.3	13.0	9.1	-7.3	1.0
42	Cc1cc(C)nc(SCSc2nc(C)cc(C)n2)n1	1.5	-0.6	4.4	-0.2	17.9
43	Oc1ccc(C[C@@H]2CNCCN2CCc2cccc(F)c2)cc1	1.0	-2.8	-11.0	-0.9	-5.7
44	Cc1cccc(/C(N)=N/OC(=O)C23CC4CC(CC(C4)C2)C3)c1	0.6	-1.1	-2.1	0.1	-0.2
45	Cc1cc(=O)oc2cc(NC(=O)c3ccnn3C)ccc12	.	0.2	.	-1.4	.
46	Nc1nonc1-n1nnc(C(=O)N/N=C\c2ccncc2)c1CN1CCCCC1	0.1	5.1	-5.2	-4.1	6.7
47	COc1ccc(-c2cc3ccccc3n2CC(O)CN2CCCCC2)cc1 (stereo not given)	0.5	-6.2	4.0	1.0	15.6
48	O=C(COC(=O)/C=C/c1ccco1)Nc1ccccc1	0.7	-3.5	-9.5	-0.8	-3.4

item	BoNT-F LC inh	PfHsp40 rescue	FadD28 FP inh	Y pestis TopoI
37	-6.2	1.6	-0.1	-1.9
38	2.8	-0.1	-0.7	13.0
39	-20.4	-0.6	-0.4	7.2
40	2.6	0.2	-0.9	22.4
41	-16.8	0.9	-2.9	-0.7
42	-4.7	-0.6	-3.2	-6.2
43	-4.6	-0.2	-1.1	0.9
44	1.1	0.2	1.0	5.5
45	-1.1	0.2	-3.7	5.2
46	-17.2	-1.3	-1.8	3.1
47	-3.4	-1.0	1.6	-3.1
48	0.1	0.3	-5.2	3.0

# Later entries.
item	SMILES	TcdB GH inh	Anthrax LF prot	PrPC TRFRET	BoNT-A LC inh2	CCHF vOTU inh
49	COc1ccc(/C(C)=N/NC(=O)c2nnn(-c3nonc3N)c2-c2cccs2)cc1	2.8	2.2	-3.4	-1.8	10.9
50	NS(=O)(=O)c1ccc(NC(=O)CSc2nc3ccccc3c(=O)n2Cc2ccncc2)cc1	1.0	-2.1	7.8	2.2	0.2
51	COc1ccc(C(=O)NNC(=O)c2cccs2)cc1S(=O)(=O)N1CCOCC1	-0.8	6.5	0.5	0.3	-9.5
52	CC(C)NC(=O)c1cc(C2CCCCN2S(=O)(=O)c2cccc3cccnc23)on1 (stereo not given)	3.6	6.8	-2.9	0.1	7.8
53	CCOc1ccc2ccccc2c1C(=O)NCC(c1ccc(N(C)C)cc1)N(C)C (stereo not given)	-0.3	-2.0	-5.0	-3.2	16.1
54	CCCCCOc1ccc(C(=O)CCN2CCOCC2)cc1	1.4	-0.8	-6.0	1.5	-1.6
55	CN(C)c1ccc(CNC(=O)C2CCN(S(=O)(=O)c3ccc4c(c3)CCC(=O)N4)CC2)cc1	.	-4.7	.	1.2	.
56	Cc1ccccc1OCC(=O)OC(C(=O)c1ccccc1)c1ccccc1 (stereo not given)	-2.4	0.3	-1.9	-0.1	-1.3
57	O=c1[nH]c(C(F)(F)C(F)(F)C(F)(F)F)no1	0.3	-6.6	-3.9	-0.5	-12.4
58	O=C(CSc1nnc2c(n1)[nH]c1ccc(F)cc12)N1CCOCC1	1.4	-2.1	-17.3	-1.1	-9.3
59	CCN(CC)C(=O)C1=C(C)N(Cc2ccc(OC)cc2)C(=O)C(CC(=O)NCc2cccc3ccccc23)C1 (stereo not given)	1.0	-4.0	-3.1	0.7	7.9
60	CCC(=O)Nc1c(C#N)c2nc3ccccc3nc2n1-c1ccccc1C	.	1.2	-3.4	2.8	-64.7

item	BoNT-F LC inh	PfHsp40 rescue	FadD28 FP inh	Y pestis TopoI
49	2.9	-0.6	-2.5	-10.5
50	3.0	1.1	.	2.5
51	1.7	-0.2	1.1	-4.0
52	3.5	.	-1.8	3.0
53	-7.3	0.3	-3.3	-3.0
54	-5.1	-0.9	-3.8	7.7
55	1.3	-1.1	-0.7	1.2
56	0.2	0.0	-2.1	-0.4
57	-5.7	-0.7	-3.9	1.7
58	-1.9	-1.3	-3.9	-1.3
59	-2.7	.	-4.4	12.2
60	-11.0	0.0	-2.9	-1.5

# Screening data (PubChem)
